# TLR4-MyD88 BLA: blocks binding of human TLR4 to MyD88 | actives 0.18% (n = 200,000) | O00206+Q99836 | inhibition, % at 8.4 µM | HeLa CL3-4 TLR4/MyD88 BLA complementation, FRET ratio; in the data active = inhibition above about 25%;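 also: 0% = vehicle and 100% = reference inhibitor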
# bIAP inh: blocks bovine intestinal alkaline phosphatase activity; inhibition, % at 20 µM; 190,000 tested, under 10 active; purified bovine IAP, CDP-star luminescence, 30 min; AID 1019;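 active = over 50% inhibition of intestinal alkaline phosphatase at 20 µM in the single-dose screen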
#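 test system = bovine IAP enzyme | medium = DEA buffer 100 mM, pH 9.8, with MgCl2 1.0 mM, ZnCl2 0.02 mM | detection = luminescence | dosing = single compound dose of 20 µM, 2% DMSO final | incubation = 30 min reaction at room temperature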
# ROMK mod: modulators of human ROMK potassium channel. P48048. Tet-inducible ROMK, thallium flux fluorescence; actives lie on both sides. B-score at 10 µM. actives 2% (n = 130,000);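 active = signal ratio slope over the read window, or its plate-corrected B-score, at least 3 SD from the plate mean, either direction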;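 also: B-score of the F/F0 ratio slope over 7 to 12 s after thallium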
# Target sequence (P48048 whole entry, looked up): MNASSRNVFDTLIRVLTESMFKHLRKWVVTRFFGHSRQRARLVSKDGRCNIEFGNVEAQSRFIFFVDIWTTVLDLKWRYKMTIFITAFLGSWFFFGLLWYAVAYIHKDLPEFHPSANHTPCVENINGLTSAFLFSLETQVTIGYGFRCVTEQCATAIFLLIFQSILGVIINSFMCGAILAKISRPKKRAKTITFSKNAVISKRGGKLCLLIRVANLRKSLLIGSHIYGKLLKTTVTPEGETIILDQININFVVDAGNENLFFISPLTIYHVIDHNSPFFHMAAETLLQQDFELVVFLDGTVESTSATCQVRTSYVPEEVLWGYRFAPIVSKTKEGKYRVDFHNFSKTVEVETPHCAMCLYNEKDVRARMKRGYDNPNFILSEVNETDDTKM
# PPARg SRC3 recr: promotes SRC-3 coactivator recruitment by human PPARgamma; AID 731; actives 0.26% (n = 200,000); activation, % at 8 µM; biochemical PPARgamma/SRC-3 coactivator recruitment assay; in the data active = activation above about 23%;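 also: 0% = DMSO and 100% = reference agonist; some compounds past the cut are filed as inactive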
# SRC2 TRFRET art: counter-screen for PPARgamma SRC-2 recruitment agonists: TR-FRET artefact | AID 1049 | stronger effect = higher value | actives 0.4% (n = 200,000) | TR-FRET ratio at 8 µM; in the data active = TR-FRET ratio above about 2000; also: inactives centre near 1500
# PPARg SRC1 recr: promotes SRC-1 coactivator recruitment by human PPARgamma | activation, % at 8 µM | actives 0.41% (n = 200,000) | P37231 | PPARgamma-SRC-1 coactivator recruitment biochemical assay; in the data active = activation above about 19%;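 also: 0% = DMSO and 100% = reference agonist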
# S1P3 antag: blocks the human S1P3 receptor | Q99500 | CHO S1P3 NFAT-BLA reporter, FRET fluorescence, antagonist mode | inhibition, % at 4.98 µM | actives 0.27% (n = 170,000) | AID 485;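 active = inhibition above the plate cutoff, the mean inhibition of test wells on that plate plus 3 SD, cut at about 28% in these data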;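 also: cells challenged with S1P at its EC80 of 0.8 µM; blue over green emission ratio from cleaved BLA substrate after 4 h stimulation; 0% = S1P-stimulated wells and 100% = unstimulated DMSO-only wells; some compounds past the cut are filed as inactive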
# Target sequence (Q99500 whole entry, looked up): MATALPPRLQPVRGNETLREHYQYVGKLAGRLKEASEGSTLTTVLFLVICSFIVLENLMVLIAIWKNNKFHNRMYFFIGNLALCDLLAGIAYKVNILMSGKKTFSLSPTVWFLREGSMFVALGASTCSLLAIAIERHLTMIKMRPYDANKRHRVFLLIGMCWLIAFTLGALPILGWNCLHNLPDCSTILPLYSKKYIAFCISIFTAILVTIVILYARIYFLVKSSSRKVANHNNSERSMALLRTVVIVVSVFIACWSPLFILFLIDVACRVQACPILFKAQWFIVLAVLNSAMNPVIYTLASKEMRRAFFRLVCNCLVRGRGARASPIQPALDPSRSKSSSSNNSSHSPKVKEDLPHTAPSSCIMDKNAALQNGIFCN
# L major viab: inhibitors of Leishmania major promastigote growth; Leishmania major promastigotes, resazurin fluorescence viability; inhibition, % at 10 µM; actives 9% (n = 200,000); AID 1063; in the data active = inhibition above about 50%;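 also: promastigotes grown with compound for 44 hours at 28 °C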
# Redox H2O2 prof: compounds producing H2O2 with reducing agent – biochemical, NIH compound library profiling, artefact control for MLSCN library redox annotation, primary screen; DTT-dependent redox cycling H2O2, phenol red/HRP absorbance; 100% = 100 µM peroxide control, 0% = buffer; activation, % at 10 µM; actives 0.03% (n = 200,000); AID 878;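 active = activation of at least 50% relative to the plate's high and low controls in the primary single-dose screen; inactive = activation below 50%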;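 also: compound incubated with DTT at 0.8 mM final as the reducing agent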
# PPARg SRC-2 ag: PPARgamma-driven SRC-2 recruitment agonism | P37231 | PPARgamma LBD-SRC-2 recruitment, biochemical | activation, % at 8 µM | actives 0.34% (n = 200,000) | AID 1032; in the data active = activation above about 22%;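 also: 0% = vehicle and 100% = reference agonist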
# bIAP act: intestinal alkaline phosphatase (bovine) activation | purified bovine IAP, CDP-star luminescence, 30 min; stronger effect = higher value; fold of DMSO-control signal, blank-subtracted | activation factor at 20 µM | actives 0.17% (n = 200,000) | AID 1016;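 active = activation factor of 2 or more at 20 µM, a signal rise over negative controls twice the positive control's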
# The depositor's hits bear a star; / = no result given.
# The opening eleven compounds, to show the layout:
Compound	TLR4-MyD88 BLA	bIAP inh	ROMK mod	PPARg SRC3 recr	SRC2 TRFRET art	PPARg SRC1 recr	S1P3 antag	L major viab	Redox H2O2 prof	PPARg SRC-2 ag	bIAP act
COc1ccc(NC(=O)Nc2ccc(N3CCCC3=O)cc2)cc1OC	1	9	/	-1	1613	7	-47	-6	-2.1	5	0.9
CN(C)S(=O)(=O)c1ccc(C(=O)N2CCN(S(=O)(=O)c3cccs3)CC2)cc1	-9	-26	0.84	-1	1478	2	-7	75*	-0.4	0	1.3
C/C(=N\NC(=O)Cc1ccc(Cl)cc1)c1ccccn1	-12	-7	/	-10	1530	-6	/	100*	-2.8	-1	1.1
Cc1ncsc1CCC(=O)N1CCCC(C(=O)c2cccc(Cl)c2)C1 (stereo not given)	-2	12	-0.35	-1	1641	7	5	-1	-0.8	4	0.9
CCn1c(C2CCN(Cc3ccccc3)CC2)n[nH]c1=S	0	16	0.45	2	1446	2	-1	-4	-1.1	0	0.8
COc1ccccc1/C=C/CN1CCC(CO)(Cc2ccccc2)CC1	3	-9	-2.4*	6	1556	4	13	32	0.8	1	1.1
CCCn1c(Sc2nnnn2-c2ccccc2)n[nH]c1=O	-2	6	/	2	1555	-1	-5	11	1.1	-1	0.9
COC(=O)C1C(=O)NCC1c1ccc(C)cc1 (stereo not given)	0	7	0.9	-3	1508	3	/	7	0.2	5	0.9
CCSc1nnc(NC(=O)CC(C)C)s1	-3	-15	0.18	5	1722	3	-24	-6	-3.0	9	1.1
Cc1cc(C)nc(NC(=O)CSc2nccc(C)n2)n1	5	-9	2.8*	1	1503	0	-4	-5	3.4	-1	1.1
CCOc1ccc(S(=O)(=O)NCc2ccccc2OC)cc1	0	10	-0.57	2	1433	-3	4	2	-0.3	0	0.9

# The whole of this part, previewed entries included:
Compound	TLR4-MyD88 BLA	bIAP inh	ROMK mod	PPARg SRC3 recr	SRC2 TRFRET art	PPARg SRC1 recr	S1P3 antag	L major viab	Redox H2O2 prof	PPARg SRC-2 ag	bIAP act
COc1ccc(NC(=O)Nc2ccc(N3CCCC3=O)cc2)cc1OC	1	9	/	-1	1613	7	-47	-6	-2.1	5	0.9
CN(C)S(=O)(=O)c1ccc(C(=O)N2CCN(S(=O)(=O)c3cccs3)CC2)cc1	-9	-26	0.84	-1	1478	2	-7	75*	-0.4	0	1.3
C/C(=N\NC(=O)Cc1ccc(Cl)cc1)c1ccccn1	-12	-7	/	-10	1530	-6	/	100*	-2.8	-1	1.1
Cc1ncsc1CCC(=O)N1CCCC(C(=O)c2cccc(Cl)c2)C1 (stereo not given)	-2	12	-0.35	-1	1641	7	5	-1	-0.8	4	0.9
CCn1c(C2CCN(Cc3ccccc3)CC2)n[nH]c1=S	0	16	0.45	2	1446	2	-1	-4	-1.1	0	0.8
COc1ccccc1/C=C/CN1CCC(CO)(Cc2ccccc2)CC1	3	-9	-2.4*	6	1556	4	13	32	0.8	1	1.1
CCCn1c(Sc2nnnn2-c2ccccc2)n[nH]c1=O	-2	6	/	2	1555	-1	-5	11	1.1	-1	0.9
COC(=O)C1C(=O)NCC1c1ccc(C)cc1 (stereo not given)	0	7	0.9	-3	1508	3	/	7	0.2	5	0.9
CCSc1nnc(NC(=O)CC(C)C)s1	-3	-15	0.18	5	1722	3	-24	-6	-3.0	9	1.1
Cc1cc(C)nc(NC(=O)CSc2nccc(C)n2)n1	5	-9	2.8*	1	1503	0	-4	-5	3.4	-1	1.1
CCOc1ccc(S(=O)(=O)NCc2ccccc2OC)cc1	0	10	-0.57	2	1433	-3	4	2	-0.3	0	0.9
Nc1c(N2CCCC2)cc(Cl)c2nonc12	-10	26	/	-9	1527	10	-25	86*	6.3	6	0.7
CC(C)COc1ccc(S(=O)(=O)NNC(=O)c2cc3ccccc3o2)cc1	-3	13	-1.1	-7	1549	-11	-1	40	1.3	-10	0.9
COC(=O)c1ccc(/C=N/Nc2nc(N3CCCCC3)nc(N3CCCCC3)n2)cc1	7	9	-1	-3	1388	-6	-13	78*	-0.6	-2	0.9
O=C(CSc1nc2c(c(=O)n1-c1ccc(Cl)cc1)SCC2)NCC1CCCO1 (stereo not given)	6	0	/	-1	1573	0	/	-5	-2.6	-3	1
COC(=O)c1cccc(NS(=O)(=O)c2ccc(OC)c(OC)c2)c1C	-4	1	-1	-2	1589	0	/	-1	0.4	0	1
COc1ccccc1OCc1ccc(C(=O)Nc2ccc(Cl)cn2)o1	14	1	/	-1	1650	5	-10	-5	-0.1	-1	1
CC(c1ccccc1)C1CC(=O)N(c2ccc(C(=O)O)cc2)C1=O (stereo not given)	1	1	0.25	3	1599	5	-20	-4	0.9	2	1
COc1cccc(C(=O)CSc2nnc(-c3cc(OC)cc(OC)c3)o2)c1	6	10	1.1*	-5	1472	-1	2	-1	0.2	-2	0.9
Cc1cc(C)n(C(=O)CSc2nnc(SCC(=O)n3nc(C)cc3C)s2)n1	5	-2	0.23	8	1565	0	-52	-5	0.8	2	1
Cc1ccc(-c2nc3cnccn3c2Nc2ccccc2)o1	/	0	/	/	/	/	-18	2	-1.2	/	1
O=C1NC(c2ccc(Br)cc2)Nc2sc3c(c21)CCC3 (stereo not given)	2	8	/	3	1496	2	/	-2	1.7	16	0.9
Fc1ccc(CNCc2ccccc2Cl)cc1	8	-12	-1.5	0	1471	-4	-11	1	-0.2	-2	1.1
CC(Sc1nnc(-c2cccnc2)n1-c1ccccc1)C(=O)NCc1ccc2c(c1)OCO2 (stereo not given)	0	2	1.2	1	1599	0	/	-4	-0.1	9	1
COc1ccc(C(C)C)cc1S(=O)(=O)N1CCN(C)CC1	-1	4	-0.81	4	1314	-8	/	1	-0.2	-5	1
CCOc1cccc(C(=O)N2CCCCC2c2cccnc2)c1 (stereo not given)	-2	-13	/	3	1686	8	7	27	1.2	9	1.1
CC(=O)Nc1ccccc1NC(=O)c1cc(C)cc(C)c1	5	10	0.016	2	1512	0	-5	-1	0.1	-6	0.9
Cc1cc(C)c(NC(=O)c2ccoc2C)c(C)c1	-15	2	/	2	1313	4	/	1	0.6	0	1
CN(C)CCC(=O)NCC1OCCc2ccccc21 (stereo not given)	7	1	1.1	-6	1501	-1	/	-3	0.2	9	1
CCC(C)(C(=O)NC1CCCC1)N(Cc1ccco1)C(=O)c1ccc2c(c1)OCO2 (stereo not given)	-4	-2	0.00084	0	1481	5	21	5	0.2	0	1
COc1ccccc1CNC(=O)C(C)NS(=O)(=O)c1ccc(Br)cc1 (stereo not given)	5	5	-0.14	5	1717	1	/	43	0.9	5	1
O=C(Cn1cc2c(n1)CCCC2)N1CCCc2ccccc21	12	4	/	5	1667	2	-8	-8	-1.6	3	1
N#Cc1c(NC(=O)CN2CCOCC2)oc(-c2ccccc2)c1-c1ccccc1	0	-4	/	11	1561	4	11	1	1.6	6	1
O=C(CCCSc1nc2ccccc2[nH]1)Nc1nnc(-c2ccccc2)o1	6	-21	/	-5	1402	1	-40	16	1.4	0	1.2
CCOc1ccc(NC(=O)COc2ccc(OC)cc2)cc1	1	-13	0.45	2	1748	12	1	9	-0.5	8	1.1
COc1ccc(-c2cc(C(=O)N3CCc4ccccc4C3)no2)cc1OC	-14	-14	0.38	14	1596	6	-21	1	0.3	3	1.1
COC(=O)c1cc(NC(=O)c2cccc([N+](=O)[O-])c2C)ccc1Cl	5	0	0.52	2	1359	8	-5	10	-0.1	6	1
CCc1ccc(C2N(c3ccc(OC)cc3)C(=O)C3CCCN32)cc1 (stereo not given)	6	-1	/	-3	1650	-3	4	-3	-1.4	-8	1
CC(C)c1ccccc1NC(=O)COC(=O)COc1ccccc1[N+](=O)[O-]	5	-6	1.1	-1	1749	5	16	-2	-0.8	7	1.1
NC(=O)c1ccccc1OCC(=O)O	-4	0	/	5	1497	8	/	-2	2.0	0	1
O=C(NNC(=O)C1CCN(Cc2cccc(F)c2)CC1)c1cccs1	0	-30	-0.37	-2	1542	5	-7	-7	-0.1	0	1.3
COc1ccc(S(=O)(=O)NCc2ccco2)cc1N(C)S(=O)(=O)c1ccccc1	-10	10	/	2	1678	2	7	60*	-1.1	2	0.9
CCCCNC(=O)Nc1ccccc1C(=O)NCc1ccco1	3	2	/	11	1513	4	-16	2	-0.1	-2	1
Cc1cccc(/C(N)=N/OC(=O)Cc2cccs2)c1	0	10	-1.2	-1	1856	3	/	-6	1.6	3	0.9
Cc1cc(NC(=O)CCSc2ccc(Cl)cc2)no1	10	-4	-0.098	7	1493	16	-27	3	0.1	7	1
COc1ccc(Cl)cc1N(C(=O)Nc1cccc(Cl)c1)C1=NCC(C)S1 (stereo not given)	9	11	-0.6	0	1533	-1	11	10	2.5	6	0.9
CCOC(=O)c1cc2sc(C)cc2n1CC(=O)N1CCN(C(=O)c2ccco2)CC1	-12	2	/	0	1337	-3	-6	-3	3.1	-3	1
Cc1ccc(S(=O)(=O)N(C)c2ccc(OCC(=O)Nc3nc4ccccc4s3)cc2)cc1	-4	3	-0.044	4	1606	1	10	98*	-0.2	12	1
COCCOC(=O)C1=C(C)NC2=C(C(=O)CCC2)C1c1cc2c(cc1Br)OCO2 (stereo not given)	12	-12	-0.13	9	1498	9	-10	1	-0.5	5	1.1
Cc1ccc(-c2csc3nc[nH]c(=S)c23)cc1	1	13	10*	4	1525	-5	-5	-6	-0.3	3	0.9
COc1ccc(CNC(=O)C(C)N=C2NS(=O)(=O)c3ccccc32)cc1OC (stereo not given)	-9	2	-0.0071	-6	1478	-4	/	-5	1.3	1	1
CN(C)S(=O)(=O)c1cccc(C(=O)NCC2CCCO2)c1 (stereo not given)	1	9	/	-2	1694	3	-7	-2	-0.3	-1	0.9
O=C(Nc1cccnc1)c1ccccc1O	-7	2	-0.95	8	1622	0	/	-3	0.0	4	1
